Pyk2 oligo antag: blocks oligomerization of human Pyk2 in cells. Q14289. Q293 cells, Pyk2 FERM NanoBiT luminescence; active compounds read low. z-score (the deposit names both 25 µM and 10 µM). hit rate 0.83% among 99,000. AID 1347419;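 active = Z-score of -3 or lower, scaled per plate to the spread of control and sample wells; inactive = z-score above -3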;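 also: negative z-score means lost luminescence so less FERM oligomerization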
Target sequence (Q14289 whole entry, looked up): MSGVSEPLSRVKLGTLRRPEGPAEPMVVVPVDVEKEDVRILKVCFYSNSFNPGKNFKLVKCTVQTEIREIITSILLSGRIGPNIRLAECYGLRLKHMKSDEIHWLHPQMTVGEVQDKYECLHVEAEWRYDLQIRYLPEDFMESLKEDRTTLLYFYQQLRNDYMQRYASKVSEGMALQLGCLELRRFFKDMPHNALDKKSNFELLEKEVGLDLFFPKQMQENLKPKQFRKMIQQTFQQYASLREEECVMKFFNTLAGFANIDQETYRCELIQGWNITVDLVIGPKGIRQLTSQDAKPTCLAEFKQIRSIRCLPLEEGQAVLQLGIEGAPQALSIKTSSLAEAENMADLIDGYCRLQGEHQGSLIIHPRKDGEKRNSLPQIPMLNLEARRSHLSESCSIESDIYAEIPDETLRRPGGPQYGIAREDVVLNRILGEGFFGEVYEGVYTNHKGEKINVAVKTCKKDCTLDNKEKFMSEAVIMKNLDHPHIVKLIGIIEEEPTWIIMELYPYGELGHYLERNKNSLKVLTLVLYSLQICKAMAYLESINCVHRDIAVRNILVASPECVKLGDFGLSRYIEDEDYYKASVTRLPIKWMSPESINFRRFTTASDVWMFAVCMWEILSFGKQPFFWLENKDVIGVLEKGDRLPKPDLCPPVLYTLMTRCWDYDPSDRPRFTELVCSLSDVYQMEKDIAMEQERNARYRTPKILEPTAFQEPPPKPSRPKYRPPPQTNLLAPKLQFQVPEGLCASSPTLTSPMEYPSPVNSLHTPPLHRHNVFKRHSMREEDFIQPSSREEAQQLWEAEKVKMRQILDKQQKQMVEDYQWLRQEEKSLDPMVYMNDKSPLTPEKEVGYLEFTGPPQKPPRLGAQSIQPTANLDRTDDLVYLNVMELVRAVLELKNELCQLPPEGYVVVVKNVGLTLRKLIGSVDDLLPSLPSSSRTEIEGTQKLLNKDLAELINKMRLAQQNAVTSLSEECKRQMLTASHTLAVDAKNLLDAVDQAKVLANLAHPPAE
* hit, by the source's call. The list is partial (hit frequency here may not be typical).

SMILES | Pyk2 oligo antag
Cc1ccc(/C=C2/SC(=O)N(CC(=O)N3CCOCC3)C2=O)s1 | 1.6
CCP(=O)(CC)C(C)(C)CP(=O)(c1ccccc1)c1ccccc1 | 0.36
CCOc1ccc(NC(=O)/C=C/c2ccc(OC)cc2)c([N+](=O)[O-])c1 | 3.9
CCCc1cc(=O)oc2c(C)c(OS(C)(=O)=O)ccc12 | 0.73
CCC(C)c1ccc(OCCn2ccnc2)cc1 (centres undefined) | -0.44
COc1ccc(C2CC(=O)c3c([nH]c(C(=O)OC(C)C)c3C)C2)cc1OC (centres undefined) | -0.61
Cc1ccc(S(=O)(=O)n2ccc3cccnc32)cc1 | -0.2
CC(C)Nc1nc(NC(C)C)nc(SCCOC(=O)Nc2ccc(Cl)cc2Cl)n1 | -0.41
C#CCn1c(=NC(=O)c2cc(Cl)sc2Cl)sc2cc(S(N)(=O)=O)ccc21 | 0.1
COc1ccc(NC(=S)Nc2cccc(S(=O)(=O)N3CCCCC3)c2)cc1 | -0.09
O=C(Nc1ccccc1-c1ccccc1)C(c1ccccc1)c1ccccc1 | -1.1
COCCn1c(C)cc(C(=O)CSc2nc3ccccc3c(=O)n2Cc2ccco2)c1C | 2.5
O=C(NC(=S)Nc1cccc(Cl)c1N1CCCCC1)c1ccc2c(c1)OCCO2 | -0.52
COC(=O)c1cc(NC(=O)c2c(Cl)cnn2C)cc(C(=O)OC)c1 | 0.81
CCOc1ccc(-n2c(=S)sc3c(=O)[nH]c(SCC(=O)NCC4CCCO4)nc32)cc1 (centres undefined) | 0.63
Clc1nc(Nc2ccccc2)nc(Nc2ccccc2)n1 | 0.33
O=c1cc(CN2CCN(C/C=C/c3ccccc3)CC2)c2cc(O)c(-c3ccccc3)cc2o1 | -0.75
C/C(N)=C(/C#N)C(=O)COC(=O)c1ccc(O)cc1 | -1
Cc1ccc(NS(=O)(=O)c2cc(C(=O)Nc3cccc(N(C)S(C)(=O)=O)c3)ccc2C)c(C)c1 | -2.7
CC(=O)Nc1ccc(-c2cn3cc(C)ccc3n2)cc1 | 0.26
COC(=O)c1c(NC(=O)CN2CCN(S(=O)(=O)c3ccccc3[N+](=O)[O-])CC2)sc2c1CCC(C)C2 (centres undefined) | 0.28
Fc1ccc(/C=N/NC(=S)Nc2ccc(Cl)cc2)cc1F | 1.8
CCOc1ccccc1C(=O)NCC(=O)OCc1c(C)noc1C | 1.3
CC1(C)OC(C)(C)/C(=C/Nc2ccc(O)cc2)C1=O | -0.16
C(=N\N=C\c1cccnc1)/c1cccnc1 | 0.58
O=C(COC(=O)/C=C/c1cccc(C(F)(F)F)c1)NC(c1ccccc1)c1ccccc1 | 0.63
CCOC(=O)c1ccc(NC(=S)NNC(=O)COC)cc1 | 0.9
O=C(NNC(=S)Nc1ccc(Br)cc1)c1ccc(N2CCOCC2)c([N+](=O)[O-])c1 | -0.5
CCCCC(=O)Nc1ccc(N2CCCC2)cc1 | -0.27
Nc1cc(N2CCCCC2)c([N+](=O)[O-])cc1Cl | -0.48

In the list so far, these contain an NH in an aromatic ring.
SMILES | Pyk2 oligo antag
COc1ccc(C2CC(=O)c3c([nH]c(C(=O)OC(C)C)c3C)C2)cc1OC (centres undefined) | -0.61
CCOc1ccc(-n2c(=S)sc3c(=O)[nH]c(SCC(=O)NCC4CCCO4)nc32)cc1 (centres undefined) | 0.63

The results go on:
SMILES | Pyk2 oligo antag
O=C(NCCC1=CCCCC1)C(=O)NCC(c1ccco1)N1CCN(c2ccccc2F)CC1 (centres undefined) | 0.88
O=C(CSc1nc2[nH]ncc2c(=O)[nH]1)NCc1ccccc1 | -0.18
CCOC(=O)c1c(C)[nH]c(C(=O)COC(=O)/C=C/c2ccc(OC(F)F)cc2)c1C | 1.2
CN(c1ccccc1)S(=O)(=O)c1ccc(Cl)c(C(=O)Nc2nc3ccccc3[nH]2)c1 | -1.9
CCn1c(Cc2ccccc2)nnc1SCC(=O)Nc1ccc(OC)cc1 | 0.98
Cc1ccc(NC(=S)NN(C)c2cc(C)nc(C)n2)cc1 | 0.15
Cc1cc(C(F)F)n2nc(C(=O)Nc3sc4c(c3C#N)CCC4)nc2n1 | 3.2
CCN(CC)c1ccc2cc(C(N)=O)c(=O)oc2c1 | -0.24
COc1ccc(C(=O)/C=C/C(=O)N(Cc2ccccc2)C(C(=O)NC2CCCCC2)c2ccncc2)c(O)c1 (centres undefined) | -0.31
O=C(/C=C/c1ccc(OC(F)F)cc1)OCC(=O)N1CCN(C(=O)c2ccco2)CC1 | 1.2
CCOC(=O)c1cc2c(ccn2C)n1CC(=O)N(Cc1ccccc1)c1ccccc1 | -0.34
COc1ccc(/C=C/C(=O)NC(=S)NNC(=O)c2cccnc2)cc1 | -0.41
NC(=O)C1CCN(c2ccc(C(F)(F)F)cc2[N+](=O)[O-])CC1 | -1
CC(C)(C)c1ccc(C(=O)N2CCCCCC2=O)cc1 | 1.2
CCOc1cc(C(=S)N2CCCC2)ccc1OCC(=O)Nc1c(C)cc(C)cc1C | -0.7
CN(C)S(=O)(=O)c1ccc(C(=O)Nc2nnc(SCc3ccccc3)s2)cc1 | -0.27
C=CCn1c(=NC(=O)c2cc(Cl)sc2Cl)sc2cc(S(N)(=O)=O)ccc21 | -0.27
COc1ccc(NC(=O)CC2C(=O)N(c3ccc(OC)cc3)C(=O)N2CCc2cccs2)cc1 (centres undefined) | 0.38
CCCCNC(=O)c1ccc2c(SCC(=O)O)c3c(nc2c1)CCCC3 | 0.08
Cc1nc2ccccc2n1CC(=O)NCCN1CCCC1 | 0.81

Part of the list above, comma-delimited.
Molecule,Pyk2 oligo antag
CCOc1cc(C(=S)N2CCCC2)ccc1OCC(=O)Nc1c(C)cc(C)cc1C,-0.7
CN(C)S(=O)(=O)c1ccc(C(=O)Nc2nnc(SCc3ccccc3)s2)cc1,-0.27
C=CCn1c(=NC(=O)c2cc(Cl)sc2Cl)sc2cc(S(N)(=O)=O)ccc21,-0.27
COc1ccc(NC(=O)CC2C(=O)N(c3ccc(OC)cc3)C(=O)N2CCc2cccs2)cc1 (centres undefined),0.38
CCCCNC(=O)c1ccc2c(SCC(=O)O)c3c(nc2c1)CCCC3,0.08

Later entries
SMILES | Pyk2 oligo antag
N/C(=N\OC(=O)/C=C/c1ccc(Br)cc1)c1ccccn1 | 1.3
COc1ccc(-n2nc([N+](=O)[O-])c(=NCc3cccnc3)n2O)cc1 | 0.21
CC1CCCCN1S(=O)(=O)c1ccccc1[N+](=O)[O-] (centres undefined) | 0.11
CCCCN(C(=O)c1ccc(S(=O)(=O)N(C)C)cc1)c1nc2ccccc2s1 | -0.5
COc1ccc(/C=C2\C(=O)N(c3c(Cl)cc(Cl)cc3Cl)N=C2NC(=O)c2cccc([N+](=O)[O-])c2)cc1 | -3.7*
COc1ccccc1/C=C/C(=O)Nc1ccc2c(c1)OCCO2 | -1.2
Cc1ccc2c(c1)/C(=N/OS(=O)(=O)c1ccccc1)CCS2 | 0.61
CCOc1ccc(CCNC(=O)Cn2cccc2C(=O)c2ccccc2C)cc1OCC | 0.38
O=C(COC(=O)c1cc(C(F)(F)F)cc(C(F)(F)F)c1)NCc1ccc(Cl)cc1 | 3.5
O=S(=O)(c1ccc2nc(-c3ccccc3)[nH]c2c1)N1CCN(c2ccc(Cl)cc2)CC1 | -1.4
COCCCNCCOCCOc1ccccc1-c1ccccc1 | -0.12
COC(=O)c1ccc(N(C(=O)CNC(=O)c2ccco2)C(C(=O)NC2CCCC2)c2ccco2)cc1 (centres undefined) | -0.59
COc1ccc(N=C(N)N=C(N)N)c(OC)c1 | -0.8
Cc1ccc(OCc2nnc(SCC(=O)N3CCc4ccccc43)n2C)cc1 | 0.61
COc1ccc(OC)c(NC(=O)CN(C)S(=O)(=O)c2ccc3nc(C)sc3c2)c1 | -0.18
CCOC(=O)c1ccc(NC(=S)N2CCSC2c2c(F)cc(F)cc2F)cc1 (centres undefined) | -0.66
COc1ccccc1NS(=O)(=O)c1cc(NC(=O)CNC(=O)c2ccc(C)s2)ccc1Cl | -0.39
COc1cc(OC)nc(-n2ncc(OC)c(Br)c2=O)n1 | 0.12
Cc1ccc(NC(=O)c2cc(S(=O)(=O)Nc3ccc(C)cc3)cs2)cc1 | 0.52
CCOC(=O)/C(C#N)=C/c1c(Oc2cccc(C)c2)nc2c(C)cccn2c1=O | 0.31
COc1cc(/C=N/Nc2nc(C)cc(C)n2)ccc1OC(=O)c1ccco1 | -0.55
CCOc1ccc(C(=O)NC(=S)Nc2ccc(N3CCC(C)CC3)cc2)cc1[N+](=O)[O-] | 0.26
COC(=O)CNC(c1ccccc1)c1cc(Br)ccc1NS(=O)(=O)c1ccc(C)cc1 (centres undefined) | -1.1
Cc1ccc(C(=O)N/C(=C/c2cccnc2)C(=O)O)cc1 | 0.41
CSCc1ccc(C(=O)Nc2cccc(C)c2C)cc1 | -0.44
CCOc1ccc(N=Cc2c(O)c3ccccc3oc2=O)cc1 | -0.64
C/C(=N\N=C(N)N)c1ccc(Cl)cc1 | -0.37
CCOc1ccc(NC(=S)Nc2ccc(OC(F)(F)F)cc2)cc1 | 0.62
COc1cc(-c2cc(N3C(=O)Nc4ccccc4N3O)n[nH]2)cc(OC)c1OC | -0.18
CS(=O)(=O)N1N=C(c2ccccc2)CC1c1ccc2nccnc2c1 (centres undefined) | 1.2
Nc1nc(NCC2CCCO2)nc(Nc2ccccc2)c1[N+](=O)[O-] (centres undefined) | -1.3
CCCNC(=O)c1cccc(Cn2cc(Br)c([N+](=O)[O-])n2)c1 | -0.47
O=C(CN1CCN(Cc2ccc3c(c2)OCO3)CC1)Nc1ccc(F)cc1 | 0.23
N#C/C(=C\c1cc2ccccc2nc1N1CCOCC1)C(=O)Nc1ccc(N2CCOCC2)cc1 | -0.32
CSc1c(SCc2ccccc2)cnn(-c2ccccc2)c1=O | -1.6
CCN(C(=O)CSc1nc2c(cnn2-c2ccccc2)c(=O)[nH]1)C1CCS(=O)(=O)C1 (centres undefined) | 0.82
COc1ccc(N(CC(=O)NN=C2CCCC2)S(=O)(=O)c2ccccc2)cc1Cl | -0.65
O=C(O)CCCCCN1C(=O)/C(=C/c2ccncc2)SC1=S | 0.86
OCCNCc1cc(Br)ccc1OCc1ccc(Cl)cc1Cl | 3
CN(C)C(C)(C)C#CCCCCC#CC(C)(C)N(C)C | 0.22

Records listed so far printed as active in Pyk2 oligo antag:
SMILES | Pyk2 oligo antag
COc1ccc(/C=C2\C(=O)N(c3c(Cl)cc(Cl)cc3Cl)N=C2NC(=O)c2cccc([N+](=O)[O-])c2)cc1 | -3.7*

Molecules above that contain a thiophene ring, fused or not, in the order listed:
SMILES | Pyk2 oligo antag
Cc1ccc(/C=C2/SC(=O)N(CC(=O)N3CCOCC3)C2=O)s1 | 1.6
C#CCn1c(=NC(=O)c2cc(Cl)sc2Cl)sc2cc(S(N)(=O)=O)ccc21 | 0.1
COC(=O)c1c(NC(=O)CN2CCN(S(=O)(=O)c3ccccc3[N+](=O)[O-])CC2)sc2c1CCC(C)C2 (centres undefined) | 0.28
Cc1cc(C(F)F)n2nc(C(=O)Nc3sc4c(c3C#N)CCC4)nc2n1 | 3.2
C=CCn1c(=NC(=O)c2cc(Cl)sc2Cl)sc2cc(S(N)(=O)=O)ccc21 | -0.27
COc1ccc(NC(=O)CC2C(=O)N(c3ccc(OC)cc3)C(=O)N2CCc2cccs2)cc1 (centres undefined) | 0.38
COc1ccccc1NS(=O)(=O)c1cc(NC(=O)CNC(=O)c2ccc(C)s2)ccc1Cl | -0.39
Cc1ccc(NC(=O)c2cc(S(=O)(=O)Nc3ccc(C)cc3)cs2)cc1 | 0.52

Next part.
SMILES | Pyk2 oligo antag
NCc1ccccc1COc1ccccc1 | 1.2
C/C(=N\Nc1ncc(Cl)cc1Cl)c1ccc(OC(F)F)cc1 | -0.39
COC(=O)c1c(Cl)c2n3ccccc3c(C)c(-c3ccccc3)c-2c1C(=O)OC | -0.58
CS(=O)(=O)N(Cc1ccccc1)c1ccc(C(=O)NN=C2CCCCCC2)cc1 | -0.45
COC(=O)C(Cc1c[nH]c2ccccc12)NC(=O)c1cc(-c2ccc(OC)c(OC)c2)oc1C (centres undefined) | 0.46
CCC(=O)Nc1ccc(-c2csc(C)n2)cc1 | 0.68
O=C(Nc1cccc(Cl)c1N1CCCCC1)c1ccc(N2CCOCC2)c([N+](=O)[O-])c1 | 0.17
O=C(N/N=C/c1cc2c(cc1Cl)OCO2)c1ccccn1 | 1.6
Cc1ccc2c(c1)c(=O)c(Br)c(C)n2Cc1ccccc1 | -0.71
COc1ccc2oc3cc(C)[n+]([O-])c(-c4ccc(Cl)cc4)c3c2c1 | 1.9
Cc1ccc(-n2nnnc2C(=Cc2ccc(N(C)C)cc2)c2nnnn2-c2ccc(C)cc2)cc1 | -1.6
NC(=O)/C(=C/c1ccco1)NC(=O)c1ccc(Br)o1 | 1.6
CCC(C)NC(=S)NNC(=O)c1ccc(C(C)(C)C)cc1 (centres undefined) | 2.9
CCn1c(SCC(=O)NNC(=O)c2ccc(C)cc2)nnc1-c1ccncc1 | 0.33
COc1cc(C)ccc1OCCOc1cc(C)ccc1Cl | -0.71
CC(=O)Nc1ccc(S(=O)(=O)NCC(=O)OCC(=O)N2CCN(c3ccccc3)CC2)cc1 | -0.83
Cc1ccc(NC(=S)NC(=O)c2ccc(-c3ccccc3)cc2)cc1 | 0.66
CCOC(=O)C(Oc1ccc2c(-c3ccccc3)cc(=O)oc2c1)c1ccccc1 (centres undefined) | -1.6
O=[N+]([O-])c1cccc(-c2nc(NCc3ccccc3)c3ccccc3n2)c1 | -1.5
CCOC(=O)C(=CNc1ncccc1C)C(=O)OCC | -0.53

Bioassay records from PubChem BioAssay.
